Source: PubChem (National Center for Advancing Translational Sciences (NCATS))
Tb PYK inh – inhibitors of Trypanosoma brucei pyruvate kinase; Q57TT1; TbPYK enzyme, Kinase-Glo Plus ATP luminescence, 45 min; Potency, µM (series often up to 76.8 µM), without a hit: at the highest dose activity, negative = inhibition, most hits filed as inhibitors; actives 0.12% (n = 410,000); AID 624173; note: nearly all actives have a fitted effect of over 50% in size
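Activity of T. brucei pyruvate kinase was followed by Kinase-Glo Plus luminescence after the enzyme reacted 45 min at room temperature with 130 uM ADP (final) and substrate. Test compounds were added before ADP at multiple concentrations.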
Pf growth 48h – P. falciparum growth inhibition at 48 hours (one generation); P. falciparum luciferase growth in erythrocytes, 48 h; Potency, µM (doses to about 28.7 µM), inactives show at the top dose activity change, negative = inhibition, hits mostly inhibitors; actives 5.9% (n = 310,000)
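In quantitative HTS format, infected erythrocytes bearing luciferase-reporter parasites were treated for a single generation at 37 C. Luminescence after adding detection reagent served as the growth measure.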
LmPK inhibitor – blocks Leishmania mexicana pyruvate kinase activity; actives 0.37% (n = 290,000); Potency, µM (series often up to 57.5 µM), inactives show at the top dose activity change, negative = inhibition, hits mostly inhibitors; purified LmPK, Kinase-Glo ATP luminescence, 1 h
Target sequence (Q27686 whole entry, looked up): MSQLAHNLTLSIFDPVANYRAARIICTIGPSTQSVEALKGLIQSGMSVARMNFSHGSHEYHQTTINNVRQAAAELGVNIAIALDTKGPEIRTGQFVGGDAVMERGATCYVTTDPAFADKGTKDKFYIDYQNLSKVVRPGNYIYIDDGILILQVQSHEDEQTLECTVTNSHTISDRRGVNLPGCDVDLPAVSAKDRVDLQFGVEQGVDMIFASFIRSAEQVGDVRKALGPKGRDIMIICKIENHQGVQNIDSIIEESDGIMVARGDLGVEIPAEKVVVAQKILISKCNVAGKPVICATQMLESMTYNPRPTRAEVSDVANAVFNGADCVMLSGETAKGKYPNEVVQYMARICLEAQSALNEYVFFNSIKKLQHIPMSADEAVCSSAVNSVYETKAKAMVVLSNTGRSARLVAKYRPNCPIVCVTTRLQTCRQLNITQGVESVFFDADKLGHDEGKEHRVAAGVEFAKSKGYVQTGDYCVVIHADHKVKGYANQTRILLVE
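qHTS format; LmPK 0.1 nM; substrates PEP 0.5 mM and ADP 0.1 mM. One-hour room-temperature incubation, then coupled luciferase luminescence; 0.5 nM enzyme wells mark activation.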
Pf growth 96h – P. falciparum growth inhibition at 96 hours; Potency, µM (titrated, usually from 28.7 µM), inactives show at the top dose activity change, negative = inhibition, actives largely listed as inhibitors; actives 6.9% (n = 320,000); P. falciparum luciferase reporter growth, 96 h
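Compounds incubated with erythrocytes infected by luciferase-expressing P. falciparum (2% hematocrit, 0.05% parasitemia final) for 96 hours, 37 C in 5% CO2. Growth inhibition scored as decreased luciferase luminescence.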
Sm TGR block – S. mansoni TGR enzyme inhibition; Q962Y6; purified TGR, DTNB reduction, TNB absorbance 405 nm; Potency, µM (highest dose often 114 µM), without a hit: at the highest dose activity change, negative = inhibition, hits mostly inhibitors; actives 3% (n = 360,000); AID 485364; note: nearly all actives have a fitted effect of over 60% in size
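First, TGR (20 nM dispensed) and NADPH were mixed with compound. Second, a 15 min room-temperature incubation followed. Third, further NADPH and then DTNB were added to start the reaction. Finally, TNB absorbance was monitored kinetically.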
HCV inhibitor – HCV inhibition; actives 3.4% (n = 340,000); Huh7.5.1 HCVcc-Cre infection, luciferase reporter, 44 h; Potency, µM (doses to about 41.8 µM), without a hit: at the highest dose activity change, negative = inhibition, actives largely listed as inhibitors; AID 651820
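Antiviral activity was scored by luciferase reporter output from cells infected with HCVcc-Cre (~0.5 moi) in presence of compound, 44 h infection period, cells seeded 1,000/well 4 h prior.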
Numbers without * were called inactive; i = inactive; ? = inconclusive; . = not tested or not shown; & = joins results of further samples; [ ] = remark or other dose. Calls come from the whole dose curve; as a rule, active = well fitted curve in the direction sought with a large enough effect; inconclusive = small, poorly fitted or top-dose-only effect, or another doubt; inactive = no such curve, though single readings can be large; an effect the other way counts as inactive or inconclusive. % is set by controls: 0 for no effect and ±100 for the full control effect; potency is the fitted concentration of half-maximal effect.

SMILES	Tb PYK inh	Pf growth 48h	LmPK inhibitor	Pf growth 96h	Sm TGR block	HCV inhibitor
CNCC(O)c1ccc(OC(=O)C(C)(C)C)c(OC(=O)C(C)(C)C)c1 (stereo unspecified)	-8%	?	.	?	-8%	?
CCN1CCN(C(=O)/C=C/c2ccc3c(c2)OCO3)CC1	-1%	16%	-4%	-16%	-4%	11%
COCCC(=O)Nc1ccc2c(c1)CN(C(=O)CCSC)CC2	1%	15%	8%	-1%	10%	6%
CCCOc1ccc(NC(=O)CC2C(=O)N(c3ccc(OCC)cc3)C(=S)N2C2CC2)cc1 (stereo unspecified)	5%	?	1%	?	?	8%
COc1ccc(-c2nc(N=Nc3ccc(O)cc3)n[nH]2)cc1	3%	25%	2%	?	-2%	-3%
C=CCOc1c(Cl)cc(CNn2cn[nH]c2=S)cc1OC	?	25%	1%	24%[5.75 µM]	7%	21%
O=C(NNC(=O)c1ccc(Br)o1)c1csc(N2CCOCC2)n1	-9%	-7%	.	18%	-21%	7%
COc1ccc(NC(=O)c2cc(-c3cccs3)on2)c(OC)c1	0%	-3%	2%	82%[activator]	6%	-23%
NC(=O)c1c(NC(=O)C2COc3ccccc3O2)sc2c1CCN(Cc1ccccc1)C2 (stereo unspecified)	-1%	-14%	-2%	-12%	-3%	?
COc1ccc(NC(=O)c2sccc2C)cn1	-8%	i	-7%	175%[activator]	-1%	17%
O=C(CC1COc2ccccc2O1)NCCc1ccccc1 (stereo unspecified)	-5%	40%[activator]	4%	-42%	7%	-14%
CCOC(=O)Cc1cnc(NC(=O)CSc2nc(C)cc(C)n2)s1	3%	1%	10%	10µM*	6%	-15%
O=S(=O)(c1cccs1)N1CCC(Cc2ccccc2)CC1	1%	20%	-6%	10%	4%	1%
COc1ccc(OC)c(C(C(=O)NC2CCCCC2)N(C(=O)c2snc(C(N)=O)c2N)c2ccccc2OC)c1 (stereo unspecified)	4%	2.6µM*	-3%	0%	-5%	0%
O=C(Nc1ccc2nn(-c3ccccc3)nc2c1)c1ccc2c(c1)OCCO2	8%	-29%	3%	-20%	-38%	7.1µM*
CN(C(=O)c1cccc(C#N)c1)c1nnc(C2CCCO2)s1 (stereo unspecified)	1%	7%	-7%	0%	-10%	-3%
COCc1cc(=O)[nH]c(/N=C(\N)Nc2ccccc2C)n1	-2%	.	-14%	12%	-1%	12%
COc1ccc(-c2cc(C(F)(F)F)nc(SCC(=O)NCc3cccs3)n2)cc1OC	-3%	?	1%	54%[activator]	-6%	?
COc1ccccc1N(CC(=O)NCCc1ccccc1)C(=O)CCC(=O)Nc1nccs1	3%	-18%	-4%	?	0%	-29%
Cc1ccc(NC(=O)CCNC(=O)c2ccccc2)cc1F	4%	-15%	1%	5%	7%	-7%
Cc1ccc(/C=N\n2c(-c3ccccc3)n[nH]c2=S)s1	?	-7%	-25%	90%[activator]	-26%	2%
O=C(Cc1ccccc1)NN1C(=O)C2C(C1=O)C1C=CC2C12CC2 (stereo unspecified)	-7%	-6%	-2%	?	6%	6%
COc1cc(C2Nc3ccc4ncccc4c3C3=C2C(=O)CCC3)cc(OC)c1O (stereo unspecified)	3%	-28%	9%	141%[activator]	?	?
CSC1=C(C#N)C(c2cccc(Br)c2)CC(=O)N1 (stereo unspecified)	0%	-3%	3%	?	-6%	5%
Cn1cc(/C=C2\SC(=S)N(NC(=O)c3ccccc3Cl)C2=O)c2ccccc21	-3%	-7%	0%	-30%	-10%	?
CCCn1c2ccccc2c2cnn(CC(=O)NC3CCC(C)CC3)c(=O)c21 (stereo unspecified)	1%	-9%	10%	2%	-2%	5%
Cc1ccc(NC(=S)Nc2c(C)n(C)n(-c3ccccc3)c2=O)cc1	4%	9%	1%	?	?	18%
CCC(C)NC(=O)c1ccc2c(c1)S(=O)(=O)c1ccccc1C2=O (stereo unspecified)	-8%	19%	-14%	-21%	18µM*	-30%
COc1ccc(S(=O)(=O)Nc2ccc(Cc3ccncc3)cc2)cc1C	-6%	-25%	-7%	-5%	-7%	-56%
O=S(=O)(N/N=C/c1ccc(Cl)cc1)c1ccc(Cc2ncc(C(F)(F)F)cc2Cl)s1	-6%	14%	9%	.	3%	-14%
CCOCCCNC(=O)C(NC(=O)c1ccccc1O)c1ccc(C)cc1 (stereo unspecified)	6%	?	1%	0%	4%	-10%
C/C(=C\C(=O)c1ccccc1)Nc1cccc(O)c1	-2%	99%[activator]	-20%	9%	?	?
CCOP(=O)(c1ccc(N(C)C)cc1)C(O)c1ccccc1OC (stereo unspecified)	0%	-12%	-1%	.	8%	-5%
O=C(O)Cn1c(=O)c(-c2ccccc2)nc2ccccc21	-1%	13%	-6%	7.4µM*	-1%	29%
C(=N\n1cnnc1)/c1ccc(N2CCOCC2)s1	-8%	37%[activator]	-4%	101%[activator]	1%	19%
Cc1cccc(C)c1N(Cc1ccccc1F)S(C)(=O)=O	-2%	11%[5.75 µM]	1%	4%	5%	4%
COc1ccc(CCNC(=O)c2cc(-c3ccccn3)nc3ccccc23)cc1	3%	?	.	?	-10%	?
CCOC(=O)c1nn(-c2ccccc2)c2nc(-c3ccc(OC)cc3)c(C#N)c(=O)n12	16%	17%	0%	?	-3%	11%
CC(C)c1ccc(NC2CCCN(C(=O)CCN3CCCO3)C2)cc1 (stereo unspecified)	25%	3%	-2%	?	-9%	2%
COc1ccccc1N1CCN(/N=C(\C)c2ccc(O)cc2)CC1	-1%	75%[activator]	-7%	171%[activator]	4%	5%
COc1ccc(Nc2nc3ccccc3nc2NS(=O)(=O)c2cccs2)cc1	10%	13%	2%	7%	-2%	-7%
COc1ccc(NC(=O)N2CCc3ccccc3C2)cc1	-3%	0%	0%	?	8%	2%
O=C(Nc1ncccc1O)c1ccc(Cl)c(S(=O)(=O)N2CCCCCC2)c1	-7%	-30%	.	?	2%	3%
CC1CCc2c(sc(NS(=O)(=O)c3ccccc3)c2C(=O)OC(C)C)C1 (stereo unspecified)	-9%	-24%	8%	-25%	-18%	?
O=C1CCc2cc(S(=O)(=O)Nc3ccc(F)cc3)ccc2N1	1%	26%	.	45%[activator]	0%	?
Cc1nc2ccccc2c(=O)n1CCCn1ccnc1	3%	?	-2%	24%	-2%	14%
Cn1c(Sc2ccc(C(F)(F)F)cc2[N+](=O)[O-])nnc1-c1ccccc1	12%	?	2%	?	-19%	3%
CCOc1ccc(-n2c(SCC(=O)Nc3nccs3)nnc2-c2ccoc2C)cc1	-1%	?	-1%	?	6%	21%
COC(=O)c1ccc(COc2ccccc2/C=N/NC(N)=O)o1	2%	2%	-8%	-1%	6%	9%
CN1CCN(C(=O)/C=C/c2ccc(Cl)c(Cl)c2)CC1	-4%	42%[activator]	5%	0%	0%	-8%
O=C(Nc1ccccc1)N(Cc1ccccc1)Cc1ccccc1	-10%	5%	10%	7%	0%	5%
COc1ccccc1N1CCN(C(=O)C(C)N(c2ccc(C)c(C)c2)S(C)(=O)=O)CC1 (stereo unspecified)	1%	?	0%	12µM*	0%	?
O=C(CSCc1ccc(Cl)cc1)NCC1CCCO1 (stereo unspecified)	3%	-12%	0%	-20%	5%	-5%
COc1ccc(/C(C)=N/N=C2/NC(=O)CC(C(=O)O)S2)cc1 (stereo unspecified)	-27%	0%	-4%	-22%	-5%	25%
O=C(N/C(=C/c1cccc([N+](=O)[O-])c1)C(=O)N1CCCCCC1)c1ccco1	4%	5%	-7%	?	-2%	-21%
O=C(/C=C/c1ccccc1)NC(=S)Nc1cccnc1	-6%	32%[activator]	2%	?	0%	20%
COc1ccccc1CNC(=O)N1CCN(c2ccccc2Cl)CC1	-10%	?	1%	?	-7%	-14%
Cc1ccc(SCc2cc(-c3ccc(Cl)cc3)no2)cc1	-12%	-4%	11%	?	1%	14%
CC(=NCCc1c(C)[nH]c2ccc(OCc3ccccc3)cc12)C1=C(O)CC(c2ccccc2)CC1=O (stereo unspecified)	0%	?	17%	?	0%	?
CC(C)(Oc1ccc(C2CC2(Cl)Cl)cc1)C(=O)O (stereo unspecified)	-2%&3%	-18%&-19%	.	10%&-34%	-1%	8%

Molecules shown so far that have bromine (two):
SMILES	Tb PYK inh	Pf growth 48h	LmPK inhibitor	Pf growth 96h	Sm TGR block	HCV inhibitor
O=C(NNC(=O)c1ccc(Br)o1)c1csc(N2CCOCC2)n1	-9%	-7%	.	18%	-21%	7%
CSC1=C(C#N)C(c2cccc(Br)c2)CC(=O)N1 (stereo unspecified)	0%	-3%	3%	?	-6%	5%

The listing continues.
SMILES	Tb PYK inh	Pf growth 48h	LmPK inhibitor	Pf growth 96h	Sm TGR block	HCV inhibitor
COc1cc2nc(=S)n(CCCN3CCOCC3)c(N)c2cc1OC	6%	316%[activator]	-3%	-10%	5%	18%
Nc1nc(NCC2CCCO2)nc(NCC2CCCO2)c1[N+](=O)[O-] (stereo unspecified)	-3%	-29%	-4%	0%	5%	24%
COCCn1c(C)nnc1SCC(=O)Nc1ccccc1[N+](=O)[O-]	10%	8%	0%	23%	0%	2%
O=C(NCC1CCCO1)c1cc(S(=O)(=O)Nc2ccc(Br)cc2)ccc1Cl (stereo unspecified)	3%	-31%[1.15 µM]	2%	33%[activator]	13%	?
CCCCCCCCCCOC(=O)c1csc2nnsc12	-12%	-1%	-8%	17%	2%	15%
CC1=NN(C(=O)Cc2ccc(C)cc2)C(O)(c2cccnc2)C1 (stereo unspecified)	-17%	-21%	4%	.	1%	8%
CCOc1cc2c(cc1OCC)CN(C(=O)c1cccc(S(=O)(=O)N3CCCC3)c1)CC2	-8%	?	.	10µM*	1%	8.9µM*
CC(C)(C)OC(=O)N1CC(O)CC1C(=O)OCC(=O)c1ccc(Cl)cc1 (stereo unspecified)	1%	-6%	-3%	0%	5%	-26%
CC(C)Cn1c(N)c(C(=O)COC(=O)c2ccc(O)cc2)c(=O)n(C)c1=O	-6%	13%	5%	0%	4%	?
Cc1ccn2c(Nc3ccc4c(c3)OCO4)c(-c3ccc(O)cc3)nc2c1	-6%&2%	?	-3%	12µM*	?	-15%
CC(=O)c1sc(NC(=O)CCS(=O)(=O)c2ccc(Cl)cc2)nc1C	3%	-11%	.	0%	-9%	1.1µM*
CC(=O)Nc1nonc1NC(=O)CSc1ccccn1	3%	-6%	-3%	.	3%	16%
COc1ccc(CC(=O)NC2CCCCCC2)c(OC)c1	0%	-1%	-2%	4%	14%	2%

Single records, from the list above.
`CC(C)(C)OC(=O)N1CC(O)CC1C(=O)OCC(=O)c1ccc(Cl)cc1` (stereo unspecified) as listed: Tb PYK inh: 1%; Pf growth 48h: -6%; LmPK inhibitor: -3%; Pf growth 96h: 0%; Sm TGR block: 5%; HCV inhibitor: -26%
`CC(C)Cn1c(N)c(C(=O)COC(=O)c2ccc(O)cc2)c(=O)n(C)c1=O` as listed: Tb PYK inh: -6%; Pf growth 48h: 13%; LmPK inhibitor: 5%; Pf growth 96h: 0%; Sm TGR block: 4%; HCV inhibitor: ?
`CC1=NN(C(=O)Cc2ccc(C)cc2)C(O)(c2cccnc2)C1` (stereo unspecified) as listed: Tb PYK inh: -17%; Pf growth 48h: -21%; LmPK inhibitor: 4%; Pf growth 96h: .; Sm TGR block: 1%; HCV inhibitor: 8%
